# Screens as filed in PubChem.
# zfTRPN1 agonist: zebrafish TRPN1 (NompC) channel agonism. HEK293 zebrafish TRPN1-YFP, Fluo-8 calcium fluorescence; 100% = response to 87 µM carbachol. activation, % at 3 µM. 0.18% of 220,000 active. AID 1424;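 active means activation above its plate's cutoff, the mean activation of test wells on that plate plus 3 SD, cut at about 19% in these data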;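 further: 0% = DMSO alone and 100% = 87 µM carbachol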
#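 Material: zebrafish TRPN1-YFP in HEK293 cells; Doses: single test compound dose, 3 µM nominal, 0.3% DMSO; Timing: dye loading 1 h at 37 °C, then 30 min room temperature; Technique: intracellular calcium fluorescence with Fluo-8; Benchmarks: high carbachol 87 µM, low DMSO alone.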
# CHOP inh: inhibitors of CHOP induction in ER stress response; CHO-K1 CHOP-promoter luciferase, tunicamycin-induced, 15-18 h; inhibition, % at 10 µM; 3.8% of 220,000 active; AID 2732;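 active means compounds that reduced the stress-induced luciferase reporter signal by more than about 70% of percent inhibition, limit read from the data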;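 further: 0% = tunicamycin plus vehicle and 100% = wells without tunicamycin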
# Mdm2 ligase inh: inhibitors of human Mdm2 E3 ubiquitin ligase. 0.11% of 210,000 active. cell-based MDM2 ubiquitination luciferase reporter, 2 h; 0 = plate control, 100 = twice control, blank-subtracted. signal enhancement, % at 5 µM. Q00987;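 active means signal enhancement of 30% or more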;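 further: luminescence tracks abundance of the self-degrading MDM2-luciferase fusion protein; higher signal means inhibition of MDM2 E3 ligase activity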
# Target sequence (Q00987 whole entry, looked up, the tested form may be a part): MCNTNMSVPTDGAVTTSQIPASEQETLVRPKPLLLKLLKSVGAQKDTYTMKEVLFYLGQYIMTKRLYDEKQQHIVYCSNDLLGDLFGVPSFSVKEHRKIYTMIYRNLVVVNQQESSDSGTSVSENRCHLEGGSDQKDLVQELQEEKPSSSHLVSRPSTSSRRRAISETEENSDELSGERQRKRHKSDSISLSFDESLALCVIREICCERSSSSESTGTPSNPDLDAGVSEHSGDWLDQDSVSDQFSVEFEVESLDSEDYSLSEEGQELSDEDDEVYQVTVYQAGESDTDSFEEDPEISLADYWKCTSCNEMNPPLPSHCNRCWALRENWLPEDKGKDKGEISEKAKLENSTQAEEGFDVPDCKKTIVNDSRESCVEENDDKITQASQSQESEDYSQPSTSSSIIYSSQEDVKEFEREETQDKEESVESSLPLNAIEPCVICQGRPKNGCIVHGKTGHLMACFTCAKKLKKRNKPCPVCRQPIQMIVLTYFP
#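 test system = mammalian cells stably expressing self-ubiquitinating, self-degrading MDM2 E3–luciferase fusion | quantity = 2000 cells/well | incubation = cell settling 4 h, compound treatment 2 h, both 37 °C | signal = luminescence with SteadyLite reagent, 15 min at room temperature | evaluation = % enhancement relative to plate controls after blank subtraction | benchmarks = plate controls and plate blanks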
# PPC-1+TRAIL kill: PPC-1 cancer cell killing with TRAIL present; PPC-1 cells + TRAIL, ATPLite viability luminescence; cell killing (% activity), % at 4 µM; 0.41% of 220,000 active;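 active means cell killing above 50% in the first pass at 4 µM, then a duplicate retest at 5 µM averaging 50% or more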;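 further: plate controls were cells with TRAIL plus DMSO for no effect and medium-only wells lacking cells for full effect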
# TRPML3 ag: human mucolipin-3 channel agonism; HEK293 TRPML3-YFP, Fluo-8 calcium fluorescence; 100% = the carbachol control signal; activation, % at 3 µM; 0.29% of 220,000 active; AID 1448;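 active means activation above its plate's cutoff, the mean activation of the plate's test wells plus 3 SD, cut at about 12% in these data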;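 further: 0% = DMSO only wells and 100% = carbachol wells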
#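 Test system – HEK293 line with stable expression of human TRPML3-YFP channel · Control set – carbachol 87 µM final as high control (100%), DMSO as low control (0%) · Signal – Fluo-8 calcium dye fluorescence, ex 470-495, em 515-575 nm · Incubation – 1-h 37 °C dye load, 5-s basal, 120-s post-compound reads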
# Runt-SMMHC FRET: inhibitors of human RUNX1 Runt domain binding to CBFb-SMMHC; Q01196+Q13951; Cerulean-Runt/Venus-CBFb-SMMHC FRET ratio 530/480, 1 h; inhibition, % at 20 µM; 0.74% of 220,000 active;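 active means mean inhibition across duplicate retests at 20 µM reaching about 50%, limit read from the data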;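 further: 0% = DMSO wells and 100% = wells with excess untagged CBFb-SMMHC; inhibitors lower the FRET ratio by blocking Runt binding to CBFb-SMMHC; some results filed as inactive read as strong as hits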
# p47phox inh: blocks human p47phox regulatory protein of NADPH oxidases | P14598 | p47phox/p22phox peptide binding, fluorescence polarization, 2 h | inhibition, % at 24.7 µM | 0.53% of 220,000 active | AID 1274;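 active means inhibition above about 30%, limit read from the data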;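 further: 0% = p47phox with labelled peptide and 100% = labelled peptide alone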
# Target sequence (P14598 whole entry, looked up): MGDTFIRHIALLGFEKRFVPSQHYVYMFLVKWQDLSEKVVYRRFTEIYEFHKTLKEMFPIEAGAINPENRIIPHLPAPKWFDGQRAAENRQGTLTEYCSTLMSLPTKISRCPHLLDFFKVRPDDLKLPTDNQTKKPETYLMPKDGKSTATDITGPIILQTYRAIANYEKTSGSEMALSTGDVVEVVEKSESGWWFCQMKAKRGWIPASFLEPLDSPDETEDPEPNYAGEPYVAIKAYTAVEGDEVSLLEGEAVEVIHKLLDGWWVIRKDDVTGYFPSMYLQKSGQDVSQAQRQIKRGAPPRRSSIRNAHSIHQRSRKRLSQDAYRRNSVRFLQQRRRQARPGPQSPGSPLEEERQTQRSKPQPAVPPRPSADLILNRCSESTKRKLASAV
# TNF necrop inh: TNF-alpha cell death inhibition in Jurkat FADD-/- cells | activation (protection from cell death), % at 10 µM | Jurkat FADD-/- TNF necroptosis rescue, ATP luminescence, 24 h; 0 = TNF only, 100 = no-TNF cells | AID 463075 | 0.068% of 220,000 active;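 active means activation, meaning protection from cell death, of at least 50% relative to plate controls; inactive means activation below 50%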;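 further: necroptosis triggered by 40 ng/mL TNF-alpha added together with compound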
# EBV gp42 block: EBV gp42 inhibition. Fluorescence polarization binding assay, mP read-out. Q1HVG2. 0.42% of 220,000 active. inhibition, % (tested at 21.74 µM); in the data active means inhibition above about 50%
# * marks the source's active call; other numbers are inactive results; . = no result given; [ ] = another dose, or the depositor's remark.
SMILES,zfTRPN1 agonist,CHOP inh,Mdm2 ligase inh,PPC-1+TRAIL kill,TRPML3 ag,Runt-SMMHC FRET,p47phox inh,TNF necrop inh,EBV gp42 block
CCOc1ccc(NC(=O)COC(=O)c2c(OC)cccc2OC)cc1,-0.7,-7,5,10,-0.3,-1,-8,1.9,1
COc1ccc(OC)c(-n2c(-c3ccc(S(C)(=O)=O)cc3)cc(C=O)c2C)c1,-0.2,11,-10,18,0.0,-38,1,-1.7,-10
COCCn1c(SCC(=O)c2ccc3c(c2)OCCO3)nnc1-c1ccoc1C,0.8,-1,-11,4,-0.1,6,-11,-2.3,-7
C(=N\Nc1ccccn1)/c1ccc2c(c1)OCCO2,-1.0,-11,-47,28,0.3,-3,-19,19,-28
O=C(c1ccccn1)N1CCN(S(=O)(=O)c2ccc(F)cc2)CC1,0.8,4,-3,-4,0.7,-2,6,0.1,-14
COC(=O)NCC(C)OC(=O)Nc1cccc(Cl)c1 (centres undefined),-0.2,-19,-11,8,0.0,-5,-3,1.6,-6
COc1ccc(C(=O)C/C(=C\C(=O)c2ccc(C)cc2)c2ccccc2)cc1,1.5,27,-11,19,0.2,0,-5,-1.5,4
CCN(CC)C(=O)c1sc(NC(=O)c2ccc(Br)o2)c(C(=O)OC)c1C,-1.1,26,-27,-43,0.5,1,-12,1.2,-7
Cc1cccc(CC2S/C(=N/N=C/c3ccco3)NC2=O)c1 (centres undefined),-1.9,-20,0,-4,0.0,2,1,1.0,-5
CCC1CCCN1Cn1cnc2c([nH]c3ccc(OC)cc32)c1=O (centres undefined),-0.2,27,-15,13,0.5,1,-12,1.9,-17
O=C(C1=C[C@@H](c2ccc(Br)cc2)C[C@@H](OCCCCO)O1)N1CCN(Cc2ccc3c(c2)OCO3)CC1,0.5,13,.,4,0.0,-1,.,-0.6,-6
CCCCOC(=O)c1cc(=O)[nH]c2ccc(C)cc12,-2.8,17,-7,32,0.0,-4,-4,1.6,11
CN(Cc1ccccc1)C(=S)NC(=O)c1ccc(-c2ccccc2)cc1,1.2,4,-11,5,0.9,4,-5,1.7,-9
Cc1ccc(-c2nnn(CC(=O)N(CC(=O)NC3CCCCC3)c3ccc(F)c(Cl)c3)n2)o1,0.8,21,.,-16,0.4,-1,-11,-1.3,-7
CN(C)N(C)C(=O)C(O)(c1ccccc1)c1ccccc1,0.8,-3,-9,4,0.1,5,-18,-0.1,-21
Cc1ccccc1OS(=O)(=O)c1cn(C)c(=O)n(C)c1=O,0.4,10,-4,13,1.4,4,-11,-0.2,1
O=C(CN1CCN(c2ccccc2)CC1)Nc1cccc(C(F)(F)F)c1,-0.2,79*,-9,-1,0.6,-1,1,0.7,-7
Cc1cc(C(=O)CN2C(=O)NC(Cc3c[nH]c4ccccc34)C2=O)c(C)n1C (centres undefined),0.0,22,4,16,0.8,-2,11,-3.4,5
CCCCc1ccc(NC(=O)C2CCCO2)cc1 (centres undefined),-0.5,7,-4,19,0.0,0,8,-0.5,9
CN(Cc1cnn(C)c1)C(=O)c1sc2cccc(Cl)c2c1Cl,-1.6,-21,-13,7,0.3,-6,-5,0.4,5
COc1ccc(S(=O)(=O)Cc2ccc(C(=O)NCc3cccnc3)o2)cc1,1.4,28,-4,31,0.5,0,-5,-1.6,-8
O=C(Cc1c(Cl)cccc1Cl)OCC(=O)N1CCc2ccccc2C1,-0.5,8,-4,20,-0.8,2,-2,4.7,-12
Cc1ccc(OCCCn2ccnc2)cc1C,-0.7,40,-17,-10,0.6,-1,-13,0.1,-19
O=C(COc1ccc(Br)cc1)c1ccc2c(c1)CCCC2,0.3,25,0,11,0.4,-4,-13,-2.4,-11
Cc1ccc(CNC(=O)CCC2CCCN(Cc3cccc4ncccc34)C2)o1 (centres undefined),0.9,13,27,.,0.5,.,-8,2.5,-4
Cc1cc(C)nc(-n2nc(C)cc2NC(=O)CN2CCCC2)n1,1.3,-5,-4,10,1.0,2,-5,-0.7,-4
CCSc1nnc(NC(=O)c2cc(C)oc2C)s1,-0.2,78*,-4,-5,0.2,1,-16,0.2,-17
CCCCc1c(O)nc(SCC(=O)c2ccccc2)n(-c2ccccc2)c1=O,0.3,-7,-6,20,0.7,-1,2,0.2,3
CCc1nc(N2CCCCC2)c2oc3ccccc3c2n1,-1.6,89*,-7,10,-0.4,0,-24,-3.6,-15
CCCCCCCCn1c2c(c(=N)c3c1CCC3)CCCC2,-1.4,76*,-33,42[5 µM],0.4,1,-16,-9.1,-18
O=C1OC(N2CCN(c3ccccn3)CC2)c2ccccc21 (centres undefined),-0.1,39,-10,10,1.0,0,2,-0.6,-3
COc1cccc(CN2CCN(C(=O)c3cccs3)CC2)c1OC,1.0,7,-11,6,0.1,1,-4,0.0,-14
C=C(C)Cn1c(N2CCN(CC)CC2)nc2c1c(=O)[nH]c(=O)n2C,0.5,41,-33,15,0.4,-3,-23,1.0,-15
COc1ccc(-n2c(C)cc(/C=N/Nc3nnc(C)n3N)c2C)cc1,1.5,11,.,5,0.1,1,-15,0.5,-2
Cc1csc(=Nc2ccccc2)n1C,-1.8,-17,-7,3,0.1,-2,-4,0.5,-17
CC(=O)c1sc(NC(=O)c2ccc(C(C)(C)C)cc2)nc1C,0.1,63,-27,27,-0.7,-2,-30,3.0,-20

# Compounds listed so far containing bromine (three):
SMILES,zfTRPN1 agonist,CHOP inh,Mdm2 ligase inh,PPC-1+TRAIL kill,TRPML3 ag,Runt-SMMHC FRET,p47phox inh,TNF necrop inh,EBV gp42 block
CCN(CC)C(=O)c1sc(NC(=O)c2ccc(Br)o2)c(C(=O)OC)c1C,-1.1,26,-27,-43,0.5,1,-12,1.2,-7
O=C(C1=C[C@@H](c2ccc(Br)cc2)C[C@@H](OCCCCO)O1)N1CCN(Cc2ccc3c(c2)OCO3)CC1,0.5,13,.,4,0.0,-1,.,-0.6,-6
O=C(COc1ccc(Br)cc1)c1ccc2c(c1)CCCC2,0.3,25,0,11,0.4,-4,-13,-2.4,-11

# Further entries follow:
SMILES,zfTRPN1 agonist,CHOP inh,Mdm2 ligase inh,PPC-1+TRAIL kill,TRPML3 ag,Runt-SMMHC FRET,p47phox inh,TNF necrop inh,EBV gp42 block
O=C1CCN(C(=S)NCCc2ccccc2)CC1,1.8,9,-9,4,-0.1,-1,1,0.7,7
Clc1ccc(Nc2nc3ccccc3n3nnnc23)cc1,1.2,69,-25,5,0.1,2,-9,-2.9,-23
CCCCCc1nnc(NC(=O)C2CCCO2)s1 (centres undefined),-2.4,26,-10,6,-0.1,-4,-13,-0.6,-8
COc1ccc(-c2ccc(=O)n(Cc3cc(=O)n4ccccc4n3)n2)cc1,0.6,2,-7,-3,-0.3,3,-14,-1.0,-3
COc1ccc(OC)c(NC(=O)c2nnn(Cc3ccccc3C)c2N)c1,-0.1,31,10,0,-1.3,2,-14,0.0,0
COc1ccc(-c2cc([C@H]3[C@H]4C=CC[C@@H](C)[C@@H]4C(=O)N3Cc3ccccc3)ccc2F)cc1,.,17,4,20,.,3,-14,1.2,-21
CCc1noc(C)c1C(=O)Nc1ncc(C)s1,-0.3,30,-3,30,0.5,-2,-18,-0.6,-16
CCCCCC(=O)NNC1CC(=O)N(c2cccc(OCC)c2)C1=O (centres undefined),-2.7,1,-23,4,-0.9,-6,-9,0.6,-16
O=C(CSc1nnc(Cc2cc(=O)[nH]c(=O)[nH]2)n1-c1ccccc1)N1CCCCC1,1.2,17,-19,11,0.0,0,-7,-0.2,-3
O=C(NCC1CCCO1)c1cc([N+](=O)[O-])ccc1Cl (centres undefined),-0.1,30,-14,-10,-0.3,4,-15,0.8,-5
CCOC(=O)Cn1ccc(O)c(Cc2ccc(Cl)cc2Cl)c1=O,-1.9,14,4,13,-0.8,0,-10,-0.8,-11
Cn1c(=O)n(C)c2cc(C(=O)Nc3ccc4c(c3)OCO4)ccc21,0.0,-30,-11,10,0.8,4,-30,-7.5,-21
COC(=O)c1[nH]c2ccccc2c1NC(=O)c1ccccc1[N+](=O)[O-],0.7,-6,-10,-3,0.7,20,-8,2.7,-20
COc1ccc(C(=O)/C=C/C(=O)N(CC(=O)NC2CCCCC2)Cc2ccccc2OC)c(O)c1,-2.0,107*,6,12,-0.5,7,33*,-15,-4
COC(=O)Nc1ccc(S(=O)(=O)Nc2cccc3ccccc23)cc1,2.6,67,-6,19,0.7,2,-21,-5.5,-13
O=S(=O)(Nc1ccc(F)cc1)c1ccc(NC(=S)Nc2ccccc2)cc1,-0.2,39,-8,-13,0.4,0,-25,0.9,1
COC(=O)CCC(=O)Oc1ccc(OC(=O)CCC(=O)OC)cc1,0.2,37,-15,6,-0.2,1,-7,-26,-4
O=C(O)/C=C/C(=O)NCCc1cccc(Cl)c1,0.6,6,-54,5,-0.4,-5,0,0.7,3
O=C(CN(c1cccc(Cl)c1)S(=O)(=O)c1ccc(Cl)cc1)N1CCc2ccccc2C1,0.5,9,-14,19,0.7,-1,-3,0.1,-7
COc1cc(CCC(=O)Oc2ccc(C(C)=O)cc2)cc(OC)c1OC,1.4,-7,-5,20,-0.2,-4,10,1.3,-18
CC(C)(C(=O)O)n1cncn1,0.6,18,-10,-4,0.7,0,-3,-0.3,-7
Cc1cc(/C=C2/C(=O)N(C)C(=S)N2C)c(C)n1C1CC1,3.8,-1,-3,12,0.7,2,-49,-2.2,-5
c1ccc(-c2csc3ncnc(NCc4ccccn4)c23)cc1,4.4,42,-16,-1,2.9,1,-9,-11,3
O=C(NCc1ccccc1)C(c1ccc(F)cc1)N(Cc1ccco1)C(=O)c1ccccn1 (centres undefined),-0.1,-12,-11,-1,-0.3,5,-10,-0.6,-29
CN(C)C(=O)CSc1ncnc2scc(-c3ccccc3)c12,-2.1,18,-5,-1,0.5,0,-39,0.4,-21
Cc1nonc1OCCNC(=O)C12CC3CC(CC(C3)C1)C2,1.3,-7,0,13,0.5,-2,3,-0.7,-11
COC(=O)C1=C(C(=O)OC)SC2(S1)C(C(=O)OC)=C(C(=O)OC)SC1=C2c2cc(C)ccc2NC1(C)C,-1.3,73*,-1,10,-0.5,34,-2,1.6,-9
CCN(CC)c1nc(C)c2c(c1C#N)CC(C)(C)OC2,0.6,74*,7,10,0.8,-1,-2,0.0,-14
CCCOC(=O)CSc1nnc(-c2ccccc2Cl)o1,-1.6,-9,-11,-9,-0.4,1,-9,-1.9,-7
COC(=O)NNC(=S)NCc1ccccc1,0.6,3,-11,23,0.5,1,-12,1.0,-22
CCOC(=O)c1c(CCl)nc2ccccc2c1-c1ccccc1,-1.5,-14,.,-7,-0.1,-4,-8,-3.5,-15
